Assay outcomes (PubChem BioAssay)
PfHsp40 yeast: restores yeast growth despite PfHsp40 toxicity | S. cerevisiae expressing PfHsp40, growth rescue, ATP luminescence | growth rescue, % at 12.5 µM | 340,000 compounds, 0.68% hits | AID 504582; in the data active means growth rescue above about 28%, passing the limit was not always enough; inconclusive means no clear call, values can overlap the other calls;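 further: yeast W303a lacking pdr1 and pdr3 grown in galactose medium; growth measured after three days at 30 °C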
Anthrax LF prot: blocks Bacillus anthracis lethal factor protease; P15917; AID 588501; inhibition, % at 10 µM; 360,000 compounds, 0.12% hits; multiplex microsphere protease cleavage assay, LF; further: plate controls were buffer without enzyme for full effect and enzyme alone for no effect
Target sequence (P15917 whole entry, looked up): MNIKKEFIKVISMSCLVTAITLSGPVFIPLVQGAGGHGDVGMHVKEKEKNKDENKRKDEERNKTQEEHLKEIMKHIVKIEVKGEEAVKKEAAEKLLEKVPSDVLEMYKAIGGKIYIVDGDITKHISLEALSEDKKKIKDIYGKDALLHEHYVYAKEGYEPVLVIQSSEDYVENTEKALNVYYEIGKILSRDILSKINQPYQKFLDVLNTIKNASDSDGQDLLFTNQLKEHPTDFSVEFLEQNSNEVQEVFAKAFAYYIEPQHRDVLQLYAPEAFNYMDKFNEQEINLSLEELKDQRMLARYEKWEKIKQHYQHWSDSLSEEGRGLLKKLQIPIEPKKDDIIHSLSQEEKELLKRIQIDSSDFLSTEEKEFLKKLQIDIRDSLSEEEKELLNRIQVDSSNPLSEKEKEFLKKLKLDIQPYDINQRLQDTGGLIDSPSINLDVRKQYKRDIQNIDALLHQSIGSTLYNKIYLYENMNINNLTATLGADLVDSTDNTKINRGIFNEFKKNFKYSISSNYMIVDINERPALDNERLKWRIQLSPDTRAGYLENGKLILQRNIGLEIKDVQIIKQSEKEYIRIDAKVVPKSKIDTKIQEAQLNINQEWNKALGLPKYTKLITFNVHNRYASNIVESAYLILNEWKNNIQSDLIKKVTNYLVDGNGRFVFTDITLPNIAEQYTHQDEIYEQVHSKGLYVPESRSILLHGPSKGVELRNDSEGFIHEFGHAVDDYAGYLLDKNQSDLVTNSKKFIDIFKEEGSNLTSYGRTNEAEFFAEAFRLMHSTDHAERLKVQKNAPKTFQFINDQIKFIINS
BoNT-A LC inh2: BoNT A light chain protease inhibition; multiplex microsphere protease substrate cleavage, flow cytometry; inhibition, % at 10 µM; 360,000 compounds, 0.17% hits; AID 588499; further: plate controls were buffer without enzyme for full effect and enzyme alone for no effect
SSB-PriA inh: blocks PriA binding to SSB C-terminal tail. AID 1272365. AlphaScreen SSBct-PriA binding, biotinylated peptide. inhibition, % at 33 µM. 430,000 compounds, 0.6% hits; in the data active means inhibition mostly above about 37%, no sharp cut-off; inactive means mostly below about 20%;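 further: plate controls were negative control peptide for no effect and reference peptide for full effect; strong numbers were not always called active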
Vc quorum ag: quorum light induction in luxS cqsA deficient V. cholerae; 350,000 compounds, 0.16% hits; AID 588436; activation, % at 18.7 µM; V. cholerae BH1578 lux reporter, luminescence, 6 h; in the data active means activation mostly above about 9.7%, no sharp cut-off; inconclusive means no clear call, values can overlap the other calls; inactive means mostly below about 3.7%; further: not every result past the cut was called active; inactives centre near 0; reference of the scale not given here
SARS 3CLpro inh: SARS-CoV 3CLpro protease inhibition; inhibition, % at 6 µM; P0C6X7; recombinant SARS-CoV 3CLpro, quenched FRET peptide cleavage; 290,000 compounds, 0.14% hits; in the data active means inhibition above about 12%
DUSP3 inh: DUSP3 (human) phosphatase inhibition; inhibition, % at 13.3 µM; 290,000 compounds, 0.52% hits; recombinant VHR phosphatase, pNPP absorbance; in the data active means inhibition above about 50%; further: some compounds called inactive have numbers as strong as hits
Target sequence (P51452 whole entry, looked up): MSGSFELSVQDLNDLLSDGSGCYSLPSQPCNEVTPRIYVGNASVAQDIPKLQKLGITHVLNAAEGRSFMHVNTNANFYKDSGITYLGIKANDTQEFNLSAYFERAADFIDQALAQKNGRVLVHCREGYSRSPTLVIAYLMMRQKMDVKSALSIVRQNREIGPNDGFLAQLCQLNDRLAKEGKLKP
Yp Topo-I inh: inhibitors of Yersinia pestis topoisomerase I. Y. pestis Topo-I cleavage product accumulation, plate reader. activity, % at 10 µM. 360,000 compounds, 0.064% hits. AID 504884; in the data active means activity above about 50%, passing the limit was not always enough; inconclusive means no clear call, values can overlap the other calls; further: inactives centre near 2
TcdB inh: TcdB glycohydrolase inhibition. TcdB glycohydrolase enzymatic assay, plate reader. AID 652162. P18177. inhibition, % at 9.99 µM. 350,000 compounds, 0.24% hits; in the data active means inhibition above about 10%
CCHFV vOTU inh: CCHFV vOTU protease inhibition. Pep-AMC fluorescence. inhibition, % at 11.5 µM. 370,000 compounds, 0.55% hits. AID 651958; in the data active means inhibition above about 30%; further: 0% = vehicle wells with enzyme and 100% = no enzyme wells
Numbers without * were called inactive; i = inactive; u = inconclusive; x = no result given. Unless noted, no stated cut-off is given here; in the data, active means inhibition above about 30%; inconclusive means no clear call, values can overlap the other calls; inactive means below that. The list is partial; rates above refer to the full screens.

Below each SMILES – PfHsp40 yeast, Anthrax LF prot, BoNT-A LC inh2, SSB-PriA inh, Vc quorum ag, SARS 3CLpro inh, DUSP3 inh, Yp Topo-I inh, TcdB inh, CCHFV vOTU inh
COC(=O)Nc1ccc(S(=O)(=O)NC2CCCCC2)cc1
 : -0.8, -3, 0.7, -9, i, 0, 10, -1, 2.3, -3
CN(C(=O)CSCC(=O)O)C1CCCCC1
 : -1.4, 1, -0.6, -1, -1.0, -2, -26, 2, 0.3, -5
NC(=O)c1sc2nc(-c3ccco3)ccc2c1N
 : 1.7, 2, 2.4, -9, 32*, 1, -1, -2, x, -29
COc1cc(/C=C/C(=O)NC(C)C)ccc1OCc1ccccc1
 : 2.9, -3, -0.7, 2, -0.5, 1, 8, 2, x, -6
O=C(CCN1CCN(c2ccccc2)CC1)Nc1cccc(Br)c1
 : 1.0, -7, -0.2, 1, -0.4, 7, 24, 19, 0.9, 0
CCOC(=O)C1=C(C)NC(C)=C(C(=O)OCC)C1C(=O)OCC(=O)N1CCOCC1
 : 1.1, -8, -1.3, -12, i, x, x, 0, 1.4, -1
O=C(CCc1ccccc1)Nc1nnc(-c2ccc3c(c2)CCCC3)o1
 : 0.4, -12, -1.2, -20, -0.3, -1, 25, -1, -0.3, -8
CCOn1c(=O)c(-c2ccc(OC)cc2)[n+]([O-])c2ccccc21
 : -0.8, -1, 1.5, 10, 0.5, 5, 28, 0, x, 6
COc1cccc(Nc2nc(NCCO)c3ccccc3n2)c1
 : -0.6, -3, 0.5, -2, 40*, -3, 13, 7, x, 8
CCN1C(C(=O)c2ccccc2)=C(Nc2ccccc2C)c2ccccc2S1(=O)=O
 : 0.5, -1, 0.0, 10, -0.7, 0, -1, 21, x, 14
Cc1nn(C)c(C(=O)N/N=C/c2cccnc2)c1Cl
 : -0.5, -2, -1.0, x, i, -2, 2, 7, 0.4, 20
CC1CCCCC1NC(=O)c1cn(C)c2ccc(S(=O)(=O)N3CCOCC3)cc2c1=O (stereo not drawn)
 : -0.4, 1, 0.2, 6, -0.9, 0, 6, -3, 2.9, -2
O=C(CN1CCN(S(=O)(=O)c2cccs2)CC1)NCC1CCCCC1
 : 0.3, 2, 2.7, -18, 0.6, x, x, 3, 0.4, -9
CSc1ncccc1C(=O)Nc1nc2c(C)cccc2s1
 : -0.3, -2, 0.0, -7, 0.6, 4, 5, 0, -1.3, 14
COC(=O)c1ccccc1CC1Cc2cc3c(cc2C1=O)CCC3 (stereo not drawn)
 : 2.4, -7, 0.4, -11, x, x, x, 40, 1.2, 14
COC(=O)[C@@]1(Cc2ccccc2)[C@H]2C(=O)N(C)C(=O)[C@H]2[C@H]2CN=C(SCC3CC3)N21
 : -0.9, 6, 0.0, -5, -2.0, x, x, 10, 1.0, -3
O=C(NCCNC(=O)c1ccccn1)c1ccc(F)cc1
 : 1.6, 1, 0.4, 4, -0.8, -3, 38, 3, 0.0, 8
Cc1ccc(S(=O)(=O)N2CCC[C@H]2C(=O)Nc2ccccc2Cl)cc1
 : 1.7, -1, -0.3, 2, -7.7, x, x, 14, 1.8, -4
CCCOc1ccc(-c2csc3nc[nH]c(=O)c23)cc1
 : 0.5, x, x, -24, -0.4, 4, 12, 0, 1.4, -4
O=C(Nc1ncnc2sc3c(c12)CCCCC3)c1ccccc1
 : 2.6, 4, -0.5, -6, -0.5, -3, 29, 3, x, 3
Cc1cccc(C(=O)Nc2ccccc2SCC(=O)Nc2ccc(C)c(Cl)c2)c1
 : -1.1, 1, 0.3, -12, 0.1, 3, 13, -13, x, -5
Cc1ccc(C)c(NC(=O)CNC(=O)N2CC(=O)Nc3ccccc32)c1
 : 1.5, 4, -0.7, 4, -0.2, 2, -17, -5, 0.8, 9
CCCCn1c(N)c(N(CCOC)C(=O)c2ccc(N3CCCC3)c([N+](=O)[O-])c2)c(=O)[nH]c1=O
 : -0.7, x, x, 7, -0.3, x, x, 2, 0.4, -3
CCOc1ccc(NC(=S)c2ccncc2)cc1
 : -0.8, -2, -0.5, 5, -0.1, 2, 0, -1, x, 6
CCOC(=O)C1CCCN(C(=O)CSc2nccn2C)C1 (stereo not drawn)
 : -0.7, 2, 0.2, 2, i, -4, 12, 5, x, 4
O=C(CCCCl)Nc1c2c(nn1-c1ccccc1)CSC2
 : -1.1, 2, 1.4, -4, i, -8, -7, -9, -0.1, 0
O=C(CSc1nnc(-c2cccnc2)n1Cc1ccccc1)N1CCOCC1
 : 0.6, 0, u, -9, i, -3, 14, 6, 1.5, x
CCC1(c2ccc(Cl)cc2)NC(=O)N(CC(=O)NC2CCCC(C)C2C)C1=O (stereo not drawn)
 : 0.3, -4, 0.1, -11, i, x, x, 21, -0.5, 26
CCC1(c2ccccc2)NC(=O)N(CC(=O)Nc2cccc(C#N)c2)C1=O (stereo not drawn)
 : -0.2, 0, 0.3, -13, -0.4, 0, 12, -2, x, -1
Cn1c(SCC(=O)Nc2cccc(O)c2)nnc1-c1ccc(S(=O)(=O)N2CCOCC2)cc1
 : -1.5, -2, 0.4, 6, i, 0, 20, 4, x, 0

Three records drawn at random from the list so far, as already listed:
Below each SMILES – PfHsp40 yeast, Anthrax LF prot, BoNT-A LC inh2, SSB-PriA inh, Vc quorum ag, SARS 3CLpro inh, DUSP3 inh, Yp Topo-I inh, TcdB inh, CCHFV vOTU inh
COC(=O)c1ccccc1CC1Cc2cc3c(cc2C1=O)CCC3 (stereo not drawn)
 : 2.4, -7, 0.4, -11, x, x, x, 40, 1.2, 14
Cc1ccc(C)c(NC(=O)CNC(=O)N2CC(=O)Nc3ccccc32)c1
 : 1.5, 4, -0.7, 4, -0.2, 2, -17, -5, 0.8, 9
CCOn1c(=O)c(-c2ccc(OC)cc2)[n+]([O-])c2ccccc21
 : -0.8, -1, 1.5, 10, 0.5, 5, 28, 0, x, 6

(continued)
Below each SMILES – PfHsp40 yeast, Anthrax LF prot, BoNT-A LC inh2, SSB-PriA inh, Vc quorum ag, SARS 3CLpro inh, DUSP3 inh, Yp Topo-I inh, TcdB inh, CCHFV vOTU inh
O=C(NCC(=O)N(Cc1cccs1)C(C(=O)NC1CCCCC1)c1ccco1)c1ccco1 (stereo not drawn)
 : 0.7, -2, 0.9, -27, x, 0, -23, 7, x, 5
CCc1ccc(NC(=O)COC(=O)c2ccc(Cl)c(S(=O)(=O)N3CCCCCC3)c2)cc1
 : 1.1, 1, -0.1, -7, -0.3, -2, 8, -3, x, 11
C=CCc1c(C)[nH]c2ccc(C)cc2c1=O
 : -0.9, -4, 0.0, -18, -0.2, -7, 13, -5, x, 6
COc1ccccc1CCN=C(N)NS(=O)(=O)c1ccccc1F
 : -0.8, -2, 1.0, -6, 1.4, -1, 30, 4, 1.4, 5
Cc1ccc(S(=O)(=O)N2CCCCC2)cc1NC(=O)c1ccc2c(c1)OCO2
 : 0.3, -1, -1.6, -11, -0.3, -3, 17, 16, 0.0, -5
CN(C)S(=O)(=O)c1cccc(NC(=O)COc2cccc3ccccc23)c1
 : 0.8, -3, -5.8, -10, i, x, x, 12, 0.5, 3
O=C(c1ccc(S(=O)(=O)NCC2CCCO2)cc1)N1CCN(c2cccc(Cl)c2)CC1 (stereo not drawn)
 : 0.8, -4, 0.9, -6, i, 2, 12, 34, 0.6, -3
COc1ccc(CCc2nnc(CCC(=O)NCc3cnc4ccccn34)o2)cc1
 : 0.5, 0, -0.4, 1, x, 1, -6, -3, 0.4, 13
COc1ccccc1NC(=O)N1CCCC1C(=O)NCc1ccc2c(c1)OCO2 (stereo not drawn)
 : -0.4, -1, 0.1, -11, 0.1, 4, 46, -7, x, -11
Cc1ccc(N2C(=O)CC(c3c[nH]c4ccccc34)C2=O)cc1 (stereo not drawn)
 : 0.4, -11, -0.2, -5, 0.0, 1, 9, 5, 1.1, 10
Cc1ccc(S(=O)(=O)NCC(C)n2cncn2)cc1C (stereo not drawn)
 : -1.0, -2, -0.8, -18, -0.1, -2, 12, 8, -0.4, 15
O=C(Nc1ccc(S(=O)(=O)Nc2ncccn2)cc1)C12CC3CC(CC(C3)C1)C2
 : -0.4, 0, 0.3, 0, -0.5, -2, -6, 1, -2.4, 0
CCCCn1c(N)c(N(CCOC)C(=O)CN(C)S(=O)(=O)c2ccc(C)cc2)c(=O)[nH]c1=O
 : -0.9, -4, -0.5, 25, i, x, x, 3, 1.2, -8
COc1ccc(-c2noc(N3CCC(C(=O)NCc4ccc(Cl)cc4)CC3)n2)cc1
 : 0.7, -3, -0.9, 3, -0.2, -4, -6, -7, 0.1, -5
O=C(CN1C(=O)C2CCCCC2C1=O)Nc1cc(C(F)(F)F)ccc1N1CCCC1 (stereo not drawn)
 : 0.6, -3, -1.0, 0, -2.3, x, x, 2, 1.0, -8
CCCCn1c(O)c(C(C)=NCCc2c[nH]c3ccccc23)c(=O)[nH]c1=O
 : -0.6, 1, -3.1, -5, -0.4, 8, 0, -2, -1.6, 4
Cc1ccc(C(CC(=O)NCCCN(C)C)c2ccc(OC(C)C)cc2)cc1 (stereo not drawn)
 : -1.3, 10, -2.1, 6, -2.3, -7, -2, -5, 0.1, -13
CCOc1ccccc1NC(=O)COC(=O)Cc1cccs1
 : -0.7, 3, -0.9, -19, i, 3, 1, 14, 1.1, -2
CC1CN(C(=O)COc2ccc3ccccc3c2Br)CC(C)O1 (stereo not drawn)
 : 1.6, -4, -1.5, -12, -0.7, 0, 10, 18, 1.7, 7
Cc1cc(NS(=O)(=O)c2ccc(NC(=O)NC3CCCCC3)cc2)no1
 : 1.2, -7, -3.6, -10, -0.7, -1, 19, 7, -1.6, 5
CCNC(=S)N1CCN(c2ccccn2)CC1
 : 0.1, 0, 0.2, -8, -0.1, -2, 5, 2, 0.3, 5
CC1(C(=O)NS(=O)(=O)Cc2cccc(Cl)c2)CCN1C(=O)c1cccc(F)c1 (stereo not drawn)
 : x, 3, -0.1, x, i, x, x, -6, -2.1, 1
COc1ccc(OC)c(NC(=O)COC(=O)Cc2ccsc2)c1
 : 0.6, -3, 0.2, -9, i, x, x, 9, 3.6, 12
O=C(Nc1ccc(F)cc1)C1CCCCC1
 : -0.4, -8, -0.3, -13, x, -2, 0, 5, x, -10
CCOC(=O)C1Nc2ccccc2C2C(O)C(O)CC12 (stereo not drawn)
 : -0.5, 14, 15, 29, -2.4, x, x, 0, -4.2, 61*
CCCNC(=S)Nc1cccc(C(F)(F)F)c1
 : -2.6, 1, -0.2, -11, -0.2, 5, 0, -4, x, 3
CC(C)OCc1c(C(=O)Nc2nccs2)oc2ccccc12
 : 0.1, -4, 0.0, -17, 0.2, 2, 7, -8, 1.4, 10
CS(=O)(=O)c1ccc(Cl)c(NC(=O)c2ccc(-n3cncn3)c([N+](=O)[O-])c2)c1
 : x, 0, -0.4, x, -1.3, x, x, -4, 0.2, 13
COc1ccccc1NC(=O)c1ccc(N)cc1
 : 1.8, -1, -1.0, -3, 1.7, 3, 19, -5, -0.5, -1
